# RGS8-Gao reg: modulates binding of RGS8 to human Galphao | response (percent of control binding), % at 10 µM | multiplexed bead flow cytometry; actives lie on both sides | P09471 | hit rate 0.34% among 220,000; in the data active = response below about 60% or above about 140%; inactive = in between;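 note: Galphao activated as the GDP aluminium fluoride complex binding bead-coupled RGS8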
# Avidin bead fluor: avidin bead compound fluorescence profile. hit rate 0.38% among 220,000. AID 1775. Avidin beads, compound fluorescence 488/530 nm, flow cytometry; hits give high values. fluorescence (KMESF) at 10 µM; in the data active = fluorescence above about 47; note: inactives centre near 10
# GSH bead fluor: GSH bead compound fluorescence profile; fluorescence (KMESF) at 10 µM; hit rate 0.25% among 190,000; GSH beads flow cytometry, compound fluorescence 488/530 nm; hits give high values; AID 1776; in the data active = fluorescence above about 89;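 note: glutathione beads carrying GST-tagged Bcl family fusion proteins plus one bare bead set; values are compound well signal with DMSO vehicle wells as background; inactives centre near 16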
# RGS4-Gao reg: modulates binding of RGS4 to human Galphao; Multiplexed bead flow cytometry; actives lie on both sides; hit rate 0.33% among 220,000; binding response (% of control), % at 10 µM; AID 1415; in the data active = binding response below about 49% or above about 150%; inactive = in between;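 note: fluorescent Galphao activated with aluminum fluoride binding bead-coupled RGS4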
# Pf gametocyte: kills late stage P. falciparum gametocytes; inhibition, % at 10.9 µM; P. falciparum stage V gametocytes, ATP luminescence, 24 h; hit rate 0.065% among 150,000;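 active = inhibition above the mean plus 3 SD of compounds within the control limits, set per campaign, cut at about 38% in these data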;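 note: 0% = DMSO wells and 100% = medium only without gametocytes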
# ABCB1 block: blocks JC-1 efflux by human ABCB1 transporter | CCRF-Adr cells, flow cytometry | hit rate 0.067% among 190,000 | inhibition, % at 6.6 µM | AID 1326; in the data active = inhibition above about 40%;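 note: 0% = vehicle and 100% = reference inhibitor; higher value means more JC-1 retained so stronger ABCB1 efflux block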
# Bim-Mcl-1: inhibitors of Bim-Mcl-1 interaction, human. Q07820. Bead-based flow cytometry, Bim peptide-Mcl-1 binding. inhibition, % at 10 µM. hit rate 0.1% among 190,000; in the data active = inhibition above about 40%;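 note: 0% = no compound tracer wells and 100% = peptide blocker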
# Target sequence (Q07820 whole entry, looked up): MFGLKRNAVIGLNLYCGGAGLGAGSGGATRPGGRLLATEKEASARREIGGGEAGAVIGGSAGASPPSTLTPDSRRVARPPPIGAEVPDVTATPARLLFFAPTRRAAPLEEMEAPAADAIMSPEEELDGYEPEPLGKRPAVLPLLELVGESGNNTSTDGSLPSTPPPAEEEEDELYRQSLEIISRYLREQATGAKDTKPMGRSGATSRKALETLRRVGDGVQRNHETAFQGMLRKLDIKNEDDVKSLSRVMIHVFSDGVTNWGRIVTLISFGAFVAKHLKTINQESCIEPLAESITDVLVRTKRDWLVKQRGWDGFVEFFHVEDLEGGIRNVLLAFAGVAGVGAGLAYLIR
# Mcl1-Noxa inh: Mcl-1/Noxa interaction inhibition; inhibition, % at 21.7 µM; TR-FRET Mcl-1/Noxa peptide binding, 2 h; AID 1022; Q07820; hit rate 1.5% among 220,000;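 active = compounds that cut the protein-peptide binding signal by more than 50% relative to plate controls in a single-dose test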;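 note: His-tagged Mcl-1 with rhodamine Noxa BH3 peptide and terbium anti-His antibody; 0% = Mcl-1 plus Noxa peptide wells and 100% = peptide-only wells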
# RGS7-Gao reg: regulators of human RGS7-Galphao interaction | Multiplexed bead flow cytometry, RGS7-Galphao binding; actives lie on both sides | binding response (% of control), % at 10 µM | hit rate 0.35% among 220,000 | AID 1439; in the data active = binding response below about 49% or above about 150%; inconclusive = no clear call, values can overlap the other calls; inactive = in between;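 note: fluorescent Galphao held in activated GDP-AlF4 state binding bead-coupled RGS7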
# Mcl1 Bid PPI: disrupts binding of human Mcl-1 to Bid peptide; Q07820; TR-FRET Mcl-1/Bid-Dy647 peptide binding, 1536-well; inhibition, % at 21.7 µM; hit rate 0.97% among 220,000; AID 1021;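 active = compounds that cut the binding signal by more than half at the single screening dose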;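 note: His-tagged Mcl-1 with europium anti-His antibody binding Bid BH3 peptide; 0% = Mcl-1 plus peptide wells and 100% = peptide-only wells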
# ABCG2 inh: blocks JC-1 efflux by human ABCG2 transporter | Q9UNQ0 | IgMXP3 cells, flow cytometry | inhibition, % at 6.6 µM | hit rate 0.1% among 190,000;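 active = inhibition above 80%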;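 note: 0% = DMSO and 100% = nicardipine control wells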
# Target sequence (Q9UNQ0 whole entry, looked up): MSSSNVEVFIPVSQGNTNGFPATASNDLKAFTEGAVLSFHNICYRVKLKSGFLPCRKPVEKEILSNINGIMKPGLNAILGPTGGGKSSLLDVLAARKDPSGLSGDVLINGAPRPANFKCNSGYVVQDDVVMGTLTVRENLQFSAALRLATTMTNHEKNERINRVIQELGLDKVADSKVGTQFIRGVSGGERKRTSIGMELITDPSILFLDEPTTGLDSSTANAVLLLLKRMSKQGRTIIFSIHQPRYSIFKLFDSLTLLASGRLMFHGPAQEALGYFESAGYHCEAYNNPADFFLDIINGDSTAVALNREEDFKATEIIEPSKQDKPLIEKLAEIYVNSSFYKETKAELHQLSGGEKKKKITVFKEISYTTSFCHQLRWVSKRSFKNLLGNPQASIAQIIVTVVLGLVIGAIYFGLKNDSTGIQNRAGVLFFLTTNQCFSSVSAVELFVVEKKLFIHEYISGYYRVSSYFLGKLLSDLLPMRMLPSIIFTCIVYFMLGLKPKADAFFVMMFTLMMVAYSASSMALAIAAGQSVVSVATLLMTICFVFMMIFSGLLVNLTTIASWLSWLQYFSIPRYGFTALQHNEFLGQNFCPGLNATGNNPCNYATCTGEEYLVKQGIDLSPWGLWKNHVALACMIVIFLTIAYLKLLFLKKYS
#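 Test system: ABCG2 IgMXP3 and barcoded ABCB1 CCRF-Adr cell mix; Schedule: cells with compound and JC-1, 10 min at 25 °C, rotating, no wash; Technique: flow cytometry of retained JC-1 fluorescence; Measure: % inhibition of efflux relative to nicardipine and DMSO; Controls: nicardipine high and DMSO low controls.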
# * marks the source's active call; other numbers are inactive results; ? = inconclusive; · = not tested or not shown. An unsorted share of the library. Share with any hit: about 3.3%.
SMILES,RGS8-Gao reg,Avidin bead fluor,GSH bead fluor,RGS4-Gao reg,Pf gametocyte,ABCB1 block,Bim-Mcl-1,Mcl1-Noxa inh,RGS7-Gao reg,Mcl1 Bid PPI,ABCG2 inh
Cc1c(Cl)cccc1NC(=O)[C@@H](NC(=O)c1ccccc1Cl)C(C)C,83,8,10,96,-3,·,-1,26,94,-12,5
Cc1cc(Br)ccc1SCC(=O)OCC(=O)Nc1ncc(C(F)(F)F)cc1Cl,103,13,9,103,3,-0.4,-5,2,101,-32,-2
COC(=O)c1cnn2c3c(c(C)nc12)CCCC3,100,38,12,95,·,0.5,-3,8,95,-1,3
C=CCn1c(N)c(C(=O)N2CCOCC2)sc1=S,90,3,12,102,-14,0.0,0,3,97,-32,7
Cc1ccc(S(=O)(=O)NCCNC(=O)c2nonc2N)cc1,100,4,15,102,-6,0.8,-2,6,105,-2,7
NC(=O)c1c(NC(=O)c2cnccn2)sc2c1CCCC2,100,10,9,106,-15,-0.5,0,28,?,-20,-2
Cc1cccc2cc(C#N)c(SCC(=O)Nc3ccccc3N3CCOCC3)nc12,107,3,59,100,·,-0.9,-2,-4,99,-12,0
Cc1cc(C)nc(-n2ncc(C#N)c2N)n1,100,5,19,99,12,0.4,7,-26,100,-8,2
Cc1ccc(Cn2c(N3CCCCCC3)nc3c2c(=O)[nH]c(=O)n3C)cc1,101,23,13,101,-35,0.0,-5,5,100,-8,0
CNC(=O)c1cc2c(=O)n3cc(C)ccc3nc2n(C(C)C)c1=N,100,34,44,100,28,0.0,0,14,101,4,1
O=C(CNC(=S)N(CCCN1CCOCC1)Cc1cccs1)NC1CC1,111,12,13,98,1,0.1,1,5,97,-36,1
CC(C)c1ccc(NC(=O)CSc2n[nH]c(=O)n2Cc2ccco2)cc1,99,3,·,99,0,·,·,13,?,-23,·
COCCN(CCOC)C(=O)c1c[nH]c2ccc(S(=O)(=O)N(C)c3ccc(F)cc3)cc2c1=O,102,25,14,100,-14,0.2,-3,41,99,62*,1
O=C(CNC(=O)c1ccco1)OC(C(=O)c1ccccc1)c1ccccc1 (stereo unspecified),82,6,23,95,29,0.8,-1,22,94,-10,2
CC(C)(C)c1nnc(NC(=S)Nc2ccccc2)s1,109,10,18,107,13,0.4,-4,6,105,-46,1
CCOC(=O)c1cc(C)n(-c2c(C)n(C)n(-c3ccccc3)c2=O)c1C,98,7,30,97,·,0.5,-2,3,100,-19,4
COCCN1CCC(CNCc2c(C(=O)N3CCCCC3)nc3c(C)cccn23)C1 (stereo unspecified),98,5,·,92,-3,·,·,22,?,-50,·
O=C(Cn1c(=O)oc2ccccc21)Nc1n[nH]c(=S)s1,95,5,·,96,-12,·,·,-12,?,-54,·
CCOc1ccc(C(=O)Nc2ccccc2-c2ccccc2)cc1Cl,·,·,19,·,·,1.0,-4,-2,·,-9,9
CCOC(=O)C1=C(CC)Nc2ccccc2N=C1NC(=O)CCNC(C)=O,99,6,16,99,9,1.0,3,-2,96,-29,1
CCOC(=O)N1CCN(S(=O)(=O)c2c(C)[nH]c(=O)[nH]c2=O)CC1,101,8,29,98,10,0.1,0,11,97,-2,-1
NC(=O)c1ccc(Br)c(S(=O)(=O)N2CCCCC2)c1,100,22,11,106,·,0.4,-2,0,102,-9,2
CCOCCCn1cnc2c(c1=O)c1nc3ccccc3nc1n2-c1ccc(C)cc1,116,15,32,106,·,3.5,-6,12,105,11,27
CN(C)S(=O)(=O)c1ccc(C(=O)NCc2ccccc2)cc1,96,8,6,99,·,0.2,-4,-1,97,-3,1
O=C(CCC(=O)c1ccc(F)cc1)Nc1cc(Cl)cc(Cl)c1,98,10,6,96,·,-0.1,0,-14,96,-40,1
SMILES,RGS8-Gao reg,Avidin bead fluor,GSH bead fluor,RGS4-Gao reg,Pf gametocyte,ABCB1 block,Bim-Mcl-1,Mcl1-Noxa inh,RGS7-Gao reg,Mcl1 Bid PPI,ABCG2 inh
CCn1c(SCC(=O)O)nnc1C1CCCCC1,97,15,42,92,-13,0.1,1,16,92,-15,1
O=C(Cn1nc(CNc2ccc(Br)cc2)[n+]2c1CCCCC2)c1ccc([N+](=O)[O-])cc1,103,21,·,102,-8,·,·,23,?,-29,·
COC(=O)c1ccc(COc2ccccc2/C=N/Nc2cccc(C(=O)O)c2)cc1,98,27,59,98,19,-0.3,-1,11,102,-45,0
Cc1cc(=O)c2cc(Br)ccc2[nH]1,98,26,19,86,·,0.3,-4,10,90,3,3
O=C1CC(c2ccccc2)=NN1c1ccc([N+](=O)[O-])cc1,93,6,10,97,3,-0.9,0,25,94,-5,0
C=CCN(CC=C)c1nc2ccccc2nc1C(C#N)C(=O)OCCOC (stereo unspecified),101,37,21,100,18,0.6,2,-7,101,-18,1
CC(=O)c1cccc(NC(=O)CN(c2ccc(C)cc2)S(=O)(=O)c2cccc3nonc23)c1,100,35,32,101,-9,3.2,-7,-1,104,-40,53
C/C=N\NC(=O)CNC(=O)CNC(=O)c1ccccc1,99,12,13,99,-13,0.2,1,3,?,-31,-1
CCc1cc2c(=O)[nH]c(Cc3ccccc3)nc2s1,100,7,46,98,9,-0.3,1,6,100,-15,5
CC(O)CNCc1ccc(-c2ccccc2)cc1 (stereo unspecified),103,24,10,102,·,0.7,-2,4,103,-9,3
CC(C)(C)c1ccc(/C=N/NC(=S)NC2CCCCC2)cc1,100,4,10,100,-10,0.3,-2,32,100,2,5
O=C(CN1CCCc2ccccc21)NCc1ccc2c(c1)OCO2,100,23,17,97,-38,0.7,-3,11,99,-23,3
COc1cc(-c2csc(C)n2)ccc1O,99,19,15,95,-12,0.6,-3,18,97,-9,3
CC(C)NC(=O)Cn1c(SCC(=O)N2CCCc3ccccc32)nc2ccccc21,101,9,48,101,14,1.5,-2,10,104,8,3
CN(C)CC(=O)N1CCc2ccccc2C1,93,6,12,93,·,0.1,0,31,87,14,0
CCNC(=O)CSc1nc2cc([N+](=O)[O-])ccc2n1-c1cccc(C(F)(F)F)c1,100,5,15,96,·,3.7,-5,-12,93,19,56
O=C(O)CCc1ccc(-c2ccc(F)cc2)n1Cc1ccco1,98,9,18,99,·,1.4,-1,13,100,-23,15
Nc1c(S(=O)(=O)c2ccccc2)c2nc3ccccc3nc2n1Cc1ccco1,94,27,14,91,2,0.4,0,39,95,-6,1
CCOc1ccccc1-n1nnnc1SCc1nc2ccccc2s1,103,19,20,103,·,0.4,0,4,103,-23,1
Cc1c(C(=O)N2CCCc3ccccc32)oc2ccc(S(=O)(=O)N3CCOCC3)cc12,100,23,13,96,·,1.9,-6,-18,96,-46,4
O=C(NC(=O)N1CCN(c2ccc([N+](=O)[O-])cn2)CC1)c1c(Cl)cccc1Cl,117,49*,·,139,·,·,·,9,?,1,·
Cc1c(C(=O)c2ccc(F)cc2)c2ccccn2c1CCc1ccccn1,101,10,14,101,5,1.5,-1,22,?,-29,9
O=S(=O)(c1ccc2ccccc2c1)N1CCCCCC1,101,22,11,103,-17,0.7,0,13,98,-5,3
N#C/C(=C(/O)CSc1nnc(Cc2cccs2)n1C1CCCCC1)c1nc2ccccc2[nH]1,51*,1,228*,33*,·,0.3,7,52*,46*,-65,1
Cc1nc2ccccc2c(=O)n1NC(=O)C1CC1,102,10,11,105,-3,0.3,0,10,105,-20,3
SMILES,RGS8-Gao reg,Avidin bead fluor,GSH bead fluor,RGS4-Gao reg,Pf gametocyte,ABCB1 block,Bim-Mcl-1,Mcl1-Noxa inh,RGS7-Gao reg,Mcl1 Bid PPI,ABCG2 inh
CN(CCCNC(=O)Cn1cccc1C(=O)c1ccccc1)C1CCCCC1,101,6,18,94,-2,0.8,0,21,95,-22,1
FC(F)(F)c1cccc(-c2nc(COc3ccc(Cl)cc3Cl)no2)c1,103,7,·,109,3,·,·,13,?,-8,·
COc1ccc(N=Cc2c(O)cc(C)oc2=O)cc1,95,10,12,93,-16,0.0,0,13,97,-53,1
COc1cccc(CC(NC(C)=O)C(=O)NC2CCN(c3nc(C)cc(C)c3C#N)CC2)c1 (stereo unspecified),100,14,22,102,·,0.9,-1,4,98,-22,3
COC(=O)c1ccc(C)c(NS(=O)(=O)c2ccc3c(c2)OCCO3)c1,94,6,34,89,·,0.5,-2,1,89,5,2
Cc1cccc2nc(CSc3ccccc3C(=O)O)cn12,105,14,18,103,2,0.2,-7,9,100,-11,1
O=C(Cn1cncn1)N/N=C/c1cccc2ccccc12,79,3,21,92,·,0.8,-8,19,99,2,6
Cc1ccc(NC(=O)CCNS(=O)(=O)c2ccc3c(c2)oc(=O)n3C)cc1C,99,23,30,98,-2,1.1,0,8,96,2,17
O=C1OCC/C1=C\OCCCO/C=C1\CCOC1=O,99,6,·,99,·,·,·,-5,?,-38,·
Cc1ccc2c(c1)cc(CN(Cc1cccs1)C(=O)c1ccco1)c1nnnn12,110,10,37,101,·,34,36,4,100,-7,49
N=c1sccn1CC(=O)Nc1cccc(S(N)(=O)=O)c1,99,9,·,102,-5,·,·,9,?,-2,·
COC(=O)CSc1nnnn1-c1cccc2ccccc12,101,9,38,100,·,0.4,0,-8,97,-2,4
COc1ccccc1C(=O)Oc1ccc(N2C(=O)CCC2=O)cc1,102,9,18,99,16,1.8,-2,-8,97,5,9
Cc1ccc(NC2=NC(c3ccccc3)n3c(nc(C)cc3=O)N2)c(C)c1 (stereo unspecified),97,30,17,99,·,1.4,1,-8,101,-1,3
CC(=O)Nc1ccc(C2=NNC(=Nc3ccc(S(=O)(=O)N4CCOCC4)cc3)SC2)cc1,92,6,·,95,-11,·,·,80*,?,-20,·
Cc1cc(C)n(Cc2ccc(C(=O)Nc3cccc(Br)c3)o2)n1,101,3,9,98,-13,0.2,-2,7,100,-35,0
CCN(CC)CCCNc1nc(C)cc(COC)c1C#N,95,8,15,96,8,-0.1,-1,10,?,-23,-1
C/C(Cl)=C\Cn1c(O)c(N=NC(N)=S)c2cc(Br)ccc21,104,10,14,109,-9,0.2,-1,-45,100,-60,1
CCOC(=O)c1c(C)[nH]c(C)c1C(=O)CSc1nc2ccccc2n1CCC#N,101,11,11,100,·,1.1,-3,20,101,-20,18
COc1ccc(CN2C(=O)CCC2(C)C(=O)NCc2cccnc2)c(OC)c1 (stereo unspecified),100,20,7,99,-16,0.7,2,-10,100,-30,3

# Sorted by the number under Bim-Mcl-1 (smallest number first): some entries from above.
Structure,Bim-Mcl-1
O=C(O)CCc1ccc(-c2ccc(F)cc2)n1Cc1ccco1,-1
C=CCn1c(N)c(C(=O)N2CCOCC2)sc1=S,0
CCn1c(SCC(=O)O)nnc1C1CCCCC1,1
